# Screens deposited in PubChem by Broad Institute.
# LGR2 inh: Drosophila LGR2 receptor signaling inhibition; HEK293 LGR2, CRE-luciferase, bursicon-stimulated, 4 h; inhibition, % at 9.99 µM; hit rate 0.35% among 380,000;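 active = drop in luminescence signal, shown as inhibition above about 50% in the replicate tests, limit read from the data, passing the limit was not always enough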;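 also: agonist challenge used bursicon conditioned medium at about half maximal strength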
# PAX8 inh HTS: PAX8 transcriptional activity inhibition | RMG-I TPO-luciferase reporter, SteadyGlo, 24 h | inhibition, % at 12.6 µM | hit rate 1.2% among 360,000;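 active = mean replicate inhibition at least 60% with every replicate also reaching 60%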;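 also: luciferase light reporting Pax8 driven TPO promoter activity; plate controls were median of neutral control wells for no effect and mitoxantrone controls for full effect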
# Cneo AK release: causes C. neoformans cell lysis; adenylate kinase release luminescence, 4 h; normalised: neutral wells 0, clomiphene wells 100; lysis activity, % at 15 µM; hit rate 0.2% among 360,000;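 active = mean lysis activity across replicates of at least 80%, whatever share of replicates individually reach that level; inactive = mean lysis activity below 80%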
#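 Schedule: static 4 h at 37 °C with compound, 1 h detection; system: C. neoformans cells; benchmarks: Clomiphene as positive control; buffer or medium: fresh YPD medium; measure: luminescence rise reflecting yeast cell lysis; measured by: luminescent adenylate kinase detection reagent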
# C2C12 statin: suppression of simvastatin myotoxicity | C2C12 myotubes + simvastatin, ATP luminescence, 48 h; scaled: DMSO 0, geranylgeraniol control 100 | rescue of ATP level, % at 7.49 µM | hit rate 0.78% among 330,000 | AID 602340;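 active = mean ATP rescue above about 67%, or every replicate alone reaching that limit, limit read from the data, passing the limit was not always enough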;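 also: myotubes were challenged with 10 µM simvastatin during compound exposure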
# PGC1a acetyl inh: PGC1a acetylation modulation, inhibitor mode; U2OS PGC1a acetylation, AlphaScreen anti-acetyl-lysine; with virally co-expressed GCN5 acetyltransferase; inhibition, % at 15.6 µM; hit rate 0.17% among 350,000; AID 651687;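 active = every replicate shows inhibition of at least 40%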;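 also: 0% = neutral control wells and 100% = positive control wells; some results beyond the cut were filed as inactive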
# PglD inh: inhibitors of Campylobacter jejuni PglD acetyltransferase | hit rate 0.098% among 360,000 | inhibition, % at 12.5 µM | purified PglD enzyme, DTNB colorimetric CoA detection | AID 602405; in the data active = inhibition above about 16%, passing the limit was not always enough; also: strong numbers were not always called active
# GSIS activator: GLuc luminescence reporter in INS-1E cells, primary screen for activators of glucose-dependent secretion of insulin; INS-1E GLuc reporter insulin secretion, 2-3 h; activation, % at 16.6 µM; hit rate 0.61% among 370,000; AID 743287;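 active = lowest replicate activation of at least 40%, so every replicate reaches that level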;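 also: 0% = median of neutral control wells and 100% = median of IBMX positive control wells; some compounds called inactive have numbers as strong as hits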
# ARNT TACC3 PPI: disrupts binding between human ARNT and TACC3 | hit rate 0.66% among 390,000 | AID 623870 | AlphaScreen His-ARNT PAS-B/GST-TACC3 binding, luminescence; TACC3 fragment carries E629A point mutation | Q9Y6A5 | inhibition, % at 9.99 µM;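 active = mean inhibition of replicates at least 50% and at least half of replicates each reaching 50%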;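 also: 0% = complete ARNT plus TACC3 wells and 100% = ARNT alone without TACC3; many hits fall short of the cut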
# Numbers without * were called inactive; nt = no result given.
SMILES	C2C12 statin	GSIS activator	PglD inh	LGR2 inh	PGC1a acetyl inh	ARNT TACC3 PPI	PAX8 inh HTS	Cneo AK release
CC(=O)N(C)C[C@@H]1Oc2cc(C#C[C@@H](C)O)ccc2S(=O)(=O)N([C@@H](C)CO)C[C@H]1C	3	16	-1	5	6	3	-8	4
O=C(NC1CCC1)[C@@H]1[C@@H](CO)[C@@H]2Cn3c(ccc(-c4ccccc4)c3=O)[C@@H]2N1CCc1ccccc1	23	-12	-2	-11	-8	18	18	0
CC(C)(C)c1ccc(COc2ccsc2C(=O)O)cc1	nt	19	nt	-15	nt	1	10	nt
CCOC(=O)c1ccc(NC(=O)c2nc[nH]c2C(=O)NCc2ccccc2)cc1	-17	9	6	-16	5	4	-9	8
CC(=O)NNc1cc(=O)c2c(=O)n(C)c(=O)n(C)c2[nH]1	-6	nt	7	nt	-11	nt	nt	3
CC(=O)NC(C)c1nc2ccccc2n1CC(=O)NC(C)CCc1ccccc1 (stereo unspecified)	nt	-10	nt	-6	-6	-9	-3	nt
CCOc1ccc(S(=O)(=O)Nc2ccc3c(c2)n(C)c(=O)n3C)cc1	-16	-25	1	-9	-4	nt	7	2
Cc1ccccc1-n1c(SCC(=O)NCc2cccs2)nnc1-c1ccncc1	nt	nt	-1	nt	18	nt	13	-2
C#CCOc1ccccc1/C=C1/C(=O)ON=C1C	5	24	6	13	-6	-3	2	0
COC(=O)N[C@H](CC(C)=O)c1cccc(C(F)(F)F)c1	-6	12	2	-12	-2	-8	6	2
CCOC(=O)c1[nH]c(C)c(C(=O)OCc2c(C)noc2C)c1C	-22	nt	2	nt	-6	1	nt	1
COc1ccc(S(=O)(=O)N(CC(=O)NCc2ccncc2)c2ccc(C)cc2)cc1Br	-3	-4	-3	9	nt	4	28	-1
COc1ccc(-c2cc(=O)[nH][nH]2)cc1OC	-3	nt	1	nt	7	50*	nt	8
CCOc1ccccc1C(=O)OCC(=O)NCCNC(=O)COC(=O)c1ccccc1OCC	8	4	5	20	nt	3	5	-2
CC1CC(C)CN(C(=O)C(C)N(C)CC(=O)Nc2ccc(F)cc2)C1 (stereo unspecified)	8	2	0	-2	6	5	23	1
CCOc1ccc(CCNC(=O)C2CC(C)=CCC2C(=O)O)cc1OCC (stereo unspecified)	7	33	-1	-4	9	-26	1	0
CCn1ccnc1CN1CCCC(C(=O)c2ccc3c4c(cccc24)CC3)C1 (stereo unspecified)	-17	-41	3	39	0	18	22	14
NN1C(=O)NC(c2ccccc2)(c2ccccc2)C1=O	nt	0	nt	20	2	nt	-2	nt
Cc1sc(NC(=S)NC(=O)CCc2ccccc2)c(C(N)=O)c1C	-17	12	nt	-5	nt	-4	83*	nt
c1nc(N2CCCCCC2)c2[nH]cnc2n1	nt	13	-4	2	9	0	-35	0
C[C@H](CO)N1C[C@H](C)[C@@H](CN(C)Cc2ccccn2)Oc2cc(C3=CCCCC3)ccc2S1(=O)=O	-150	-14	1	2	-10	-4	13	3
O=c1cc(CSc2nnnn2-c2ccccc2)nc2nc[nH]n12	2	nt	-3	nt	3	-1	-1	0
O=C(Nc1nc(-c2ccccc2)cs1)NC1CCCCC1	-27	-15	-3	nt	-10	-25	nt	0
O=C1CCC(=O)N1CNc1ccc(Oc2ccccc2)cc1	30	nt	-6	-16	1	4	nt	-4
C[C@@H]1CCCCO[C@H](CN(C)S(=O)(=O)c2cccs2)[C@@H](C)CN([C@@H](C)CO)C(=O)c2cc(NC(=O)C3CCCCC3)ccc2O1	nt	-11	1	24	4	1	nt	-2
CCCNC(=O)C1(C)CCN(Cc2ccc(-c3ccccc3)o2)C1 (stereo unspecified)	-9	-7	2	-30	nt	nt	5	0
Cc1ccc(N2C(=O)CC(Sc3ncccn3)C2=O)cc1C (stereo unspecified)	-12	21	-6	-11	nt	-5	4	-2
CC(C)NC(=O)N[C@@H]1CC[C@H](CCNC(=O)C2CCCC2)O[C@@H]1CO	-1	-1	nt	-3	5	nt	7	nt
CC(=O)c1ccc(S(=O)(=O)NCC2(N3CCOCC3)CCCCC2)cc1	2	2	-2	10	nt	-5	-4	1
COc1ccc(S(=O)(=O)N(C)C[C@@H]2Oc3cc(-c4ccccc4OC)ccc3S(=O)(=O)N([C@H](C)CO)C[C@H]2C)cc1	-90	-22	1	7	-30	20	41	2
N=P(N1CCOCC1)(N1CCOCC1)C12CC3CC(CC(C3)C1)C2	nt	nt	10	nt	-13	-2	nt	4
CN(C)C(=O)C[C@@H]1C[C@@H]2c3cc(NC(=O)Nc4ccc(F)cc4)ccc3O[C@@H]2[C@H](CO)O1	6	8	0	6	10	-7	-16	0
COCc1cn(CC[C@@H]2CC[C@H](NC(=O)Cc3cccnc3)[C@H](CO)O2)nn1	2	3	2	3	3	1	-3	-2
CCCCCC(=O)Nc1cc(S(=O)(=O)N2CCOCC2)ccc1N1CCCCC1	5	-10	-1	12	nt	-4	-8	-8
CCCN1C(=O)c2ccccc2NC1c1ccc(OC)c(CSc2ccccn2)c1 (stereo unspecified)	nt	2	0	0	-2	-1	25	2
Cc1cc(CNC(=O)COc2c(F)c(F)cc(F)c2F)c2ccccc2n1	2	12	-3	10	nt	nt	21	-1
CCn1nc(C)c(CN2CCCC(CO)(Cc3cccc(Cl)c3)C2)c1C (stereo unspecified)	nt	-7	nt	-8	nt	9	-3	nt
Cc1cc(-c2ccc(C)c(S(=O)(=O)NCCC(C)N3CCCCCC3)c2)on1 (stereo unspecified)	-3	4	-2	23	-6	2	10	-1
C=CCn1c(NCc2ccccc2OC)nc2ccccc21	13	27	9	-10	9	-1	-30	-1
CCN(c1ccccc1)S(=O)(=O)c1cccc(C(=O)NCc2cccnc2)c1	-11	-3	0	-11	nt	-14	-4	-2
COC(=O)C1CCN(C(=O)c2cc3c(=O)n4cccc(C)c4nc3n2Cc2ccccc2)CC1	nt	-1	nt	-12	7	-7	26	nt
COCC(=O)Nc1ccc2c(c1)[C@H]1C[C@@H](CC(=O)NCc3ccccc3F)O[C@H](CO)[C@H]1O2	3	9	0	-12	2	-4	13	-1
CC(C)(C)c1ccc(C(=O)NCCC(=O)Nc2ccc(S(=O)(=O)Nc3nccs3)cc2)cc1	3	8	-1	3	2	4	-9	0
CCc1cnc(N2[C@H](C#N)[C@H](c3ccccc3-c3ccccc3C)[C@H]2CO)s1	nt	-14	nt	8	-2	nt	11	nt
CCCC[C@@H]1CCCO[C@@](C(=O)NCc2cc(C)n(C)n2)(C(F)(F)F)C1	10	-6	-2	7	-5	-3	1	14
COc1ccc(S(=O)(=O)NNC(=O)c2ccccc2-n2cccc2)cc1	112*	-15	1	-18	0	nt	4	-1
S=C1NC[C@H](CC2CCCCC2)N1CCCCC1CCCCC1	-7	-6	-3	5	nt	6	6	5
O=C(COC(=O)c1cncc(Br)c1)NC1CCCCC1	nt	-16	nt	-55	2	-2	-10	nt
CCN1CCN(Cc2c(OC)ccc3ccccc23)CC1	21	1	5	7	-8	1	nt	0
O=C(NCCC1=CCCCC1)c1cc2c(s1)CS(=O)(=O)C2	-1	6	6	-23	3	5	nt	4
Cc1ccc(C)c(S(=O)(=O)N(C)Cc2cccs2)c1	-10	4	1	-15	-8	nt	1	-1
Cc1nn(CC2CC2)c(=O)n1-c1ccc(Oc2ccccc2)cc1	nt	-2	nt	-21	4	-5	15	nt
Cc1nc(SCC(=O)NCc2cccs2)nc(C)c1C	nt	3	nt	14	2	-4	5	nt
CC1CN(c2ccc([N+](=O)[O-])c(NCCOc3ccc(Cl)cc3)c2)CC(C)N1 (stereo unspecified)	-14	-34	-3	-3	nt	nt	3	-1
COc1cccc(/C=C2\SC(=O)N(CC(=O)NC3C=CS(=O)(=O)C3)C2=O)c1 (stereo unspecified)	44	4	2	8	nt	8	7	-2
CCOC(=O)CSc1nc(C)c2cc(OC)ccc2n1	15	16	5	-14	-5	nt	nt	-2

# Some of the entries above, set out differently.
molecule: O=C1CCC(=O)N1CNc1ccc(Oc2ccccc2)cc1
  C2C12 statin: 30	GSIS activator: nt	PglD inh: -6	LGR2 inh: -16	PGC1a acetyl inh: 1	ARNT TACC3 PPI: 4	PAX8 inh HTS: nt	Cneo AK release: -4

molecule: C[C@@H]1CCCCO[C@H](CN(C)S(=O)(=O)c2cccs2)[C@@H](C)CN([C@@H](C)CO)C(=O)c2cc(NC(=O)C3CCCCC3)ccc2O1
  C2C12 statin: nt	GSIS activator: -11	PglD inh: 1	LGR2 inh: 24	PGC1a acetyl inh: 4	ARNT TACC3 PPI: 1	PAX8 inh HTS: nt	Cneo AK release: -2

molecule: CCCNC(=O)C1(C)CCN(Cc2ccc(-c3ccccc3)o2)C1 (stereo unspecified)
  C2C12 statin: -9	GSIS activator: -7	PglD inh: 2	LGR2 inh: -30	PGC1a acetyl inh: nt	ARNT TACC3 PPI: nt	PAX8 inh HTS: 5	Cneo AK release: 0

# (more compounds)
SMILES	C2C12 statin	GSIS activator	PglD inh	LGR2 inh	PGC1a acetyl inh	ARNT TACC3 PPI	PAX8 inh HTS	Cneo AK release
O=C(NCc1ccccc1Cl)c1ccc(CS(=O)Cc2ccc(Cl)cc2)o1 (stereo unspecified)	22	-37	-2	6	4	-1	24	5
Cc1ccc(/C=C/C(=O)NC2CCCCCCC2)o1	nt	58*	nt	-40	nt	-12	-4	nt
CCCNC(=O)N1C[C@H](O)COC[C@@H]2O[C@H](CC(=O)N3CCCCC3)CC[C@H]21	12	12	-3	8	-12	8	-1	-2
C[C@H]1CN([C@@H](C)CO)C(=O)Cc2cc(NS(=O)(=O)c3cccs3)ccc2O[C@H]1CN(C)Cc1ccc(Cl)c(Cl)c1	12	-21	3	-2	9	3	nt	-1
CO[C@H]1CN(C)C(=O)c2ccc(NC(=O)C3CC3)cc2OC[C@@H](C)N(C(=O)CN(C)C)C[C@H]1C	-9	10	3	16	-3	-5	4	0
O=C(CN1C(=O)NC(c2ccccc2)(c2ccccc2)C1=O)N1CCCCC1	7	5	-1	6	-7	-6	-11	0
CC(C)N1CC(C(=O)O)CC1=O (stereo unspecified)	1	nt	-3	nt	8	-11	nt	0
COc1ccc(Oc2c(C)oc3c(CN(C)C)c(O)ccc3c2=O)cc1	-17	2	5	-2	11	-2	nt	4
Cc1c(N=Cc2cc3c(cc2Cl)OCO3)c(=O)n(-c2ccccc2)n1C	16	18	2	13	-2	-2	nt	2
Cc1cccc2sc(NC(=O)CSc3nc4ccccc4o3)nc12	1	nt	-2	nt	11	-1	nt	1
Cc1nc(SCC(=O)Nc2nc3ccccc3s2)n[nH]1	-1	-10	3	-31	10	-3	-38	-1
O=C(C[C@@H]1CC[C@H]2NC[C@@H](O)COC[C@@H]2O1)Nc1ccc(-c2ccccc2)cc1	-7	12	-3	27	-5	0	-17	-1
CCN(CC)C(=O)CSc1nnc2c3ccccc3n(C)c2n1	-15	3	6	5	-1	-2	13	0
O=C(NN1C(=O)NC2(CCCCC2)C1=O)c1cc2cc(Cl)ccc2o1	-2	-5	nt	4	4	nt	10	nt
NC(=O)c1cc(S(=O)(=O)NCCc2ccccc2)cs1	3	0	0	7	-2	0	7	0
Cc1cccc(S(=O)(=O)N[C@H]2CC[C@H](CCNC(=O)c3cnccn3)O[C@H]2CO)c1	-5	7	2	-30	3	-1	6	-13
CC(C)NC(=O)N[C@H]1CC[C@@H](CCNC(=O)C2CCOCC2)O[C@@H]1CO	-9	0	1	6	7	-9	-5	-1
CCOc1ccc(C2C(C(=O)/C=C/c3ccco3)=C(O)C(=O)N2CCN2CCOCC2)cc1OC (stereo unspecified)	nt	1	nt	11	7	3	22	nt
CCC(=O)N1C[C@@H](C)[C@H](OC)CN(C)C(=O)c2cc(NC(=O)NC(C)C)ccc2OC[C@H]1C	15	7	3	13	0	2	nt	4
